bIAP inhibitor: intestinal alkaline phosphatase (bovine) inhibition; purified bovine IAP, CDP-star luminescence, 30 min; inhibition, % at 20 µM; 190,000 tested, under 10 active;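 active means over 50% inhibition of intestinal alkaline phosphatase at 20 µM in the single-dose screen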
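Assay system – bovine IAP enzyme · Quantity – bovine IAP at 1/65,000,000 final dilution · Detection – CDP-star luminescence signal · Times – 30 min reaction at room temperature · Also added – CDP-star substrate at 30 µM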
PMI act satM6P: PMI (human) activation, high substrate; P34949; coupled PMI enzyme assay, resazurin fluorescence, 20 min; active compounds read high; 1 = untreated enzyme, 0 = substrate-free blank; activation factor at 20 µM; actives 0.34% (n = 190,000);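 active means activation factor of 2 or more at 20 µM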
Target sequence (P34949 whole entry, looked up): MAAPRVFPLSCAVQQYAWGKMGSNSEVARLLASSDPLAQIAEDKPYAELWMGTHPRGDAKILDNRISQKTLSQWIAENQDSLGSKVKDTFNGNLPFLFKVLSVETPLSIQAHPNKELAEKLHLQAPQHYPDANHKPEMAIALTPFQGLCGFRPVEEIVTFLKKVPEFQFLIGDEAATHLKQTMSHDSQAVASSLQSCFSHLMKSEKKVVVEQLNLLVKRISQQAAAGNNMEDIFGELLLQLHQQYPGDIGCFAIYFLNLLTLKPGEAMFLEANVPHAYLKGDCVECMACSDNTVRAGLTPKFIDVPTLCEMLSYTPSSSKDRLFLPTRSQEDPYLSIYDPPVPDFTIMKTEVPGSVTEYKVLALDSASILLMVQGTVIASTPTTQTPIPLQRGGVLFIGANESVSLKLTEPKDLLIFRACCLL
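Technique: Diaphorase-driven resazurin-to-resorufin fluorescence, excitation 544, emission 590 nm | Assay system: Human PMI in coupled enzyme assay | Times: Enzyme reaction with compound 20 min at room temperature | Medium: HEPES-buffered pH 7.4 with magnesium and detergent | Reagent: Mannose-6-phosphate 1.0 mM (near-saturating) plus 0.22 mM NADP+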
TNAP act hi DEA: TNAP (human) activation, high acceptor; P05186; purified TNAP, CDP-star luminescence, 1 M DEA, 30 min; active compounds read high; 0 = EDTA background, 1 = DMSO-only activity; activation factor at 20 µM; 200,000 tested, under 10 active;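 active means activation factor at least 2 at 20 µM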
Target sequence (P05186 whole entry, looked up): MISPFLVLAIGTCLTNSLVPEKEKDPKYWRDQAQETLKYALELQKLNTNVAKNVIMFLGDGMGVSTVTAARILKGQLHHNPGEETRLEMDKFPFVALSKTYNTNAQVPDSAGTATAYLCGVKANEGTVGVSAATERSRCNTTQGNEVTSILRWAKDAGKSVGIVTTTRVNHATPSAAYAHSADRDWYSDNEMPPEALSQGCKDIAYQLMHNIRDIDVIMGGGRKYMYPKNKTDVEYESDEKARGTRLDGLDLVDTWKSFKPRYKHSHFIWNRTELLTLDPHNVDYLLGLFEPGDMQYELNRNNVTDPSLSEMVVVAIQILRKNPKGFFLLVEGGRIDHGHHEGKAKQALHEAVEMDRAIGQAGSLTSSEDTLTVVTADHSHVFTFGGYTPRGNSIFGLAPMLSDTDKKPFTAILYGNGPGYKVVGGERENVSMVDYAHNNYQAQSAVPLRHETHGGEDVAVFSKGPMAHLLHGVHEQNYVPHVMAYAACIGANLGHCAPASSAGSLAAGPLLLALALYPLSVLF
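Test system – human TNAP · Doses – 20 µM single point · Incubation – 30 min, room temperature · Signal – luminescent substrate turnover signal · Read-out basis – activation factor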
Diaph act CS: diaphorase activation or chemical reduction counter-screen. Diaphorase/resazurin coupled assay, resorufin fluorescence, 16 min; active compounds read high; 1 = vehicle wells, 0 = NADH-free wells. activation factor at 20 µM. actives 0.005% (n = 190,000). AID 1229;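 active means diaphorase activity raised at least twofold by the compound at 20 µM; inactive means activation factor below 2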
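Material: purified diaphorase enzyme from Clostridium kluyveri; Also added: 0.114 mM NADH and 0.1 mM resazurin, final amounts; Doses: single compound dose of 20 µM, 1% DMSO final; Times: 16 min enzyme reaction, ambient temperature; Detection: resorufin fluorescence, excitation 544 nm, emission 590 nm; Measure: increased resorufin signal from activators or reducing compounds.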
Diaph inh CS: counter-screen for diaphorase-based assays: diaphorase inhibitors and chemical oxidizers; inhibition, % at 20 µM; AID 1217; actives 0.69% (n = 190,000); diaphorase resazurin-to-resorufin fluorescence, NADH, 16 min; bacterial (C. kluyveri) enzyme, not human;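 active means primary screen inhibition at 20 µM above a set limit, cut at about 50% in these data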;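 further: plate controls were DMSO with full reaction for no effect and wells lacking NADH for full effect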
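Assay system: diaphorase enzyme from Clostridium kluyveri. Quantity: enzyme working solution with 0.14 U/mL diaphorase. Schedule: reaction incubation of 16 min at room temperature. Technique: resorufin fluorescence, excitation 544 nm, emission 590 nm. Controls: No-NADH positive control and DMSO neutral control.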
PMI act: activators of human phosphomannose isomerase; purified human PMI, coupled resazurin fluorescence, 20 min; active compounds read high; 1 = vehicle control, 0 substrate-free wells; activation factor at 20 µM; AID 1214; actives 0.005% (n = 190,000);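 active means activation factor of 2 or more at 20 µM, relative to plate controls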
TNAP inh hi DEA: blocks human TNAP under high phosphate acceptor concentration | P05186 | purified TNAP, CDP-star luminescence, 1 M DEA | inhibition, % at 20 µM | actives 0.03% (n = 200,000) | AID 1135;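 active means over 50% inhibition of tissue-nonspecific alkaline phosphatase at 20 µM in the single-dose screen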;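 further: plate controls were DMSO wells for no effect and EDTA-quenched wells as full inhibition for full effect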
bIAP activator: increases bovine intestinal alkaline phosphatase activity | AID 1016 | purified bovine IAP, CDP-star luminescence, 30 min; active compounds read high; fold of DMSO-control signal, blank-subtracted | activation factor at 20 µM | actives 0.17% (n = 200,000);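 active means activation factor of 2 or more at 20 µM, a signal rise over negative controls twice the positive control's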
TNAP inh noacc: blocks human TNAP activity with no phosphate acceptor present | P05186 | purified TNAP, CDP-star luminescence, 30 min | inhibition, % at 20 µM | actives 0.26% (n = 200,000) | AID 1012;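 active means tissue-nonspecific alkaline phosphatase inhibition above about 50% at 20 µM in the single-dose screen, limit read from the data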;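 further: 0% = DMSO negative control and 100% = EDTA positive control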
L major viab: Leishmania major promastigote growth inhibition; Leishmania major promastigotes, resazurin fluorescence viability; inhibition, % at 10 µM; actives 9% (n = 200,000); AID 1063; in the data active means inhibition above about 50%;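 further: promastigotes grown with compound for 44 hours at 28 °C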
Active calls of the source: *; / = no result given.

SMILES	bIAP inhibitor	PMI act satM6P	TNAP act hi DEA	Diaph act CS	Diaph inh CS	PMI act	TNAP inh hi DEA	bIAP activator	TNAP inh noacc	L major viab
CCNc1nc(SC)nc(N(C#N)CC(=O)OC)n1	14	1	1	0.9	9	1	0	0.9	-8	9
COc1ccccc1NS(=O)(=O)c1cc([N+](=O)[O-])ccc1N/N=C/c1c[nH]c2ccccc12	47	1	0.6	0.8	25	0.9	36	0.5	30	34
C/C(=N\NC(=O)CNc1cccc(C(F)(F)F)c1)c1cccs1	-1	0.8	1.1	0.9	15	0.9	-6	1	-6	-4
COc1ccc(C(=O)Nc2nc(N3C(=O)c4ccccc4C3=O)n(-c3ccccc3)n2)cc1	-5	1	1	0.9	12	1	-2	1.1	-17	-7
O=C1CCCc2sccc2N1	-9	1	1	1.1	-9	1	-3	1.1	-7	-6
Cn1c(CCNC(=O)c2ccccc2F)nnc1SCC(=O)Nc1ccccc1F	6	1	1	1	-1	1	-2	0.9	-4	-8
CCn1cc([N+](=O)[O-])c(C(=O)Nc2ccn(C34CC5CC(CC(C5)C3)C4)n2)n1	9	0.9	1	0.9	11	1.1	-4	0.9	2	6
O=C(CSc1nccn1-c1ccccc1)NCc1ccc(F)cc1	-5	1.1	1.1	0.9	6	1	-5	1	-19	-3
CCC1Oc2ccccc2N(CC(=O)NCCN2CCc3ccccc3C2)C1=O (configuration not stated)	-1	1	1	0.8	19	1	-2	1	-6	4
COc1ccc(NC(=O)CSc2nnnn2Cc2ccccc2)cc1	8	1	1	1	1	1	1	0.9	2	-4
O=C(C[n+]1cccc(CNC(=O)c2ccc(OC(F)F)cc2)c1)Nc1ccc(F)cc1	4	0.9	1	0.9	9	0.8	4	1	-2	-6
O=C(CN1CCSC1=NCc1ccccc1)c1ccc(Cl)cc1	40	1	1	1	1	1	-1	0.6	-9	7
CC1=C(C#N)C(NC(=O)c2cccc(Cl)c2)(C(F)(F)F)C(=O)N1 (configuration not stated)	13	1	1	1	2	1	-2	0.9	-6	-1
CCCOc1ccc(N2C(=O)CC(N3CCN(c4ccccc4OC)CC3)C2=O)cc1 (configuration not stated)	4	1	1	0.9	11	1	-3	1	-9	-4
Fc1ccc(-c2cnn3c(-c4cccs4)ccnc23)cc1	-14	1.1	1	1.2	-18	1.1	2	1.1	5	4
O=C(CN1CCOCC1)Nc1cccc(C(=O)Nc2cccc(C(F)(F)F)c2)c1	10	0.9	1	0.9	11	0.9	-2	0.9	-7	-1
O=C(CSc1nc2ccccc2c(=O)[nH]1)Nc1ccccc1N1CCOCC1	-3	1.1	1.1	1	2	1	-5	1	-12	-7
Cc1cc(C)cc(NC(=S)NCCCO)c1	0	1	1	0.8	22	1	-3	1	-1	-4
CCc1ccc(NC(=O)C(=O)N/N=C(\C)CC(=O)NCCOC)cc1	-4	1.2	1	1	2	1.3	-3	1	-12	-2
Nc1oc2ccccc2c(=O)c1C=O	7	1	0.8	1	4	0.9	17	0.9	8	-6

Full records from above.
CCNc1nc(SC)nc(N(C#N)CC(=O)OC)n1 across the screens: bIAP inhibitor = 14; PMI act satM6P = 1; TNAP act hi DEA = 1; Diaph act CS = 0.9; Diaph inh CS = 9; PMI act = 1; TNAP inh hi DEA = 0; bIAP activator = 0.9; TNAP inh noacc = -8; L major viab = 9
Cc1cc(C)cc(NC(=S)NCCCO)c1 across the screens: bIAP inhibitor = 0; PMI act satM6P = 1; TNAP act hi DEA = 1; Diaph act CS = 0.8; Diaph inh CS = 22; PMI act = 1; TNAP inh hi DEA = -3; bIAP activator = 1; TNAP inh noacc = -1; L major viab = -4

(list continues)
SMILES	bIAP inhibitor	PMI act satM6P	TNAP act hi DEA	Diaph act CS	Diaph inh CS	PMI act	TNAP inh hi DEA	bIAP activator	TNAP inh noacc	L major viab
COc1ccc(/C=N/Nc2nc3ccccc3c(=O)[nH]2)cc1	2	1.1	1	0.9	9	1	-1	1	-8	37
O=C(O)CCc1nc2ccccc2n(CCc2ccccc2)c1=O	-9	1.1	1	1.1	-7	1.1	0	1.1	-13	-3
CCOC(=O)C1=C(C)OC(N)=C(C#N)C1c1cc2cc(C)ccc2nc1N1CCCCC1 (configuration not stated)	0	0.6	1	0.8	16	0.9	-4	1	-9	13
CCOC(=O)CCNC(C)C1COc2ccccc2O1 (configuration not stated)	-2	1	1.1	0.9	11	0.9	-6	1	-13	27
CCCCCCn1c(SCC(=O)c2ccccc2)nc2c1c(=O)[nH]c(=O)n2C	-24	1.1	1	1	-3	1.1	-2	1.2	-10	8
Clc1ccc(Nc2nc3ccccc3n3nnnc23)cc1	16	1	1	0.9	10	1	-3	0.8	-11	-3
Cc1ccc(-c2nnn(CC(=O)Nc3ccccc3-c3ccccc3)n2)c(-n2cnnn2)c1	-2	0.9	1.1	0.7	28	0.9	-9	1	-10	10
COC(=O)Nc1sc2c(c1C(=O)NCc1ccco1)CCC2	-2	0.9	1.1	0.8	24	0.8	-10	1	-19	4
O=C(CSc1ccc(-c2ccccn2)nn1)N1CCCCC1	3	1.2	1	1.1	-5	1.2	-1	1	5	-1
CC(=O)Nc1ccc(S(=O)(=O)N(CCc2ccccc2)CC(=O)N/N=C/c2ccc(C(=O)O)cc2)cc1	-3	1	1	1	0	1.1	-3	1	-4	5
CC1CN(C(=O)c2ccc(COCC(F)(F)F)o2)CC(C)O1 (configuration not stated)	18	1	1	0.9	7	0.9	0	0.8	-13	-1
NC(=O)c1cc(C(=O)c2ccc(Cl)cc2)c[nH]1	4	1	1	1	0	1	0	1	-13	9
CCOC(=O)c1[nH]c(C)c(C(=O)OCCOc2cccc(C)c2)c1C	/	0.9	1	0.9	9	0.9	0	0.1	-2	7
C=CCn1c(=O)c2ccccc2n2c(SCc3c(C(=O)OCC)oc4ccccc34)nnc12	-8	1	1	0.8	17	0.9	1	1.1	-5	/
COc1ccc(N2CCN(C(=O)c3ccc4c(c3)[nH]c(=S)n3c5ccccc5nc43)CC2)cc1	-4	0.8	1	0.7	32	1	-2	1	-11	4
Cc1cc(C)nc(NS(=O)(=O)c2ccc(NC(=O)c3cc(-c4ccccc4)nc4ccccc34)cc2)n1	4	0.9	1	0.8	21	0.8	2	1	0	67*
COc1ccc(CNn2c(-c3cccs3)nc3ccccc3c2=O)cc1OC	4	0.9	1	0.8	21	0.9	-3	1	-7	26
Cc1ccc(-n2c(Cn3cnc4ccccc43)nnc2SCC(=O)O)cc1	9	1.3	1.1	1	2	1.3	-7	0.9	-8	5
CCn1c(SC(C)C(=O)NC2CCCc3ccccc32)nnc1-c1cccs1 (configuration not stated)	1	1	1	1	4	1	-1	1	-10	11
O=S(=O)(Nc1cccc(-c2nc3cccnc3s2)c1)c1ccc2c(c1)OCCO2	13	0.7	1	0.6	39	0.8	-4	0.9	-17	8
O=[N+]([O-])c1ccc(Nc2nc(Cl)nc(NCCO)n2)cc1	-8	1.1	1	1	3	1.2	-3	1.1	-8	1
N#C/C(=C/c1ccc(Sc2nc3ccccc3[nH]2)o1)c1ccccc1F	0	0.9	1	0.8	18	0.9	0	1	-10	39
CCCN1C(=O)c2cc(C(=O)NCc3ccc(OC)cc3)ccc2C1O (configuration not stated)	-2	1	1	0.9	8	0.9	1	1	-11	-7
CCOC(=S)SCC(=O)Nc1nccs1	45	1	0.9	1	4	0.9	13	0.5	-14	5
CCN1C(=O)/C(=C\c2nc3ccccc3c(=O)n2CC)c2ccccc21	-26	1	1	0.8	18	0.9	0	1.3	8	96*
Cc1ccc(CSCCNC(=O)CN(c2ccccc2)S(C)(=O)=O)cc1	-8	1	1	0.9	8	1.1	-2	1.1	-10	-2
COC(=O)Cc1c(C)c2ccc(OCc3nn[nH]n3)cc2oc1=O	5	1.1	1	1	4	1.1	0	0.9	2	1
COc1ccccc1CCNC(=O)C(=O)NCC1OCCN1S(=O)(=O)c1ccc(Br)cc1 (configuration not stated)	-50	0.9	1	0.8	20	0.9	0	1.5	2	0
Nc1cccc(CCc2nc3cc4ccccc4cc3[nH]2)c1	7	0.9	1	0.8	17	0.9	-2	0.9	-23	97*
CC(=O)NC(Cc1ccc(C)cc1)C(=O)NC1CCN(c2ncccc2[N+](=O)[O-])CC1 (configuration not stated)	-1	1	1	0.9	10	0.9	4	1	-4	50
CCOc1cc(C=C2C(=O)c3ccccc3C2=O)ccc1OCC(=O)Nc1ccc(C)cc1	-2	0.9	1	1	5	0.9	-1	1	1	1
COc1ccc2cc3c(N)c(C(=O)N4CCCC4)sc3nc2c1	-3	1.8	1	0.8	19	1.4	-2	1	-5	-1
Cc1cccc(OCc2nc3c4c(ncn3n2)-c2ccccc2CC42CCCC2)c1	15	1	1	1	2	0.8	-3	0.8	-8	2
O=C(NCCC1=CCCCC1)C1CCN(c2nc3ccccc3o2)CC1	8	0.9	1	0.9	12	0.9	-4	0.9	-13	-6
O=C(NCc1ccccn1)C(=O)N/N=C/c1ccc2c(c1)OCO2	-18	1	1	0.9	10	0.9	-1	1.2	-93	12
O=C(NNS(=O)(=O)c1ccc(Br)cc1)NC1CCCCC1	/	1	1	0.9	5	1	-3	0.1	-8	-4
Cc1cc(NC(=O)CSc2nnc(-c3ccco3)n2Cc2ccco2)no1	5	0.9	1	0.9	12	1	-2	0.9	-6	-1
O=C(NCc1cccnc1)c1ccccc1CCc1ccccc1	-12	1	1	0.9	14	1	-3	1.1	-8	2
C/C(=N\NC(=O)Cc1ccc(F)cc1)c1ccc(F)cc1	6	1	1.1	0.9	8	1	-7	0.9	-6	-7
CCC(Oc1ccc2ccccc2c1)C(=O)O (configuration not stated)	2	1	1.1	0.8	20	0.9	-6	1	-11	-6
O=C(/C=C/c1ccccc1)c1ccc2c(c1)OCCCCO2	22	0.9	1	0.8	24	0.9	-4	0.8	-10	44
COC(=O)c1ccccc1NC(=S)NC(=O)c1cccc2ccccc12	8	0.9	1.1	0.8	22	1	-6	0.9	-3	1
CC(C)C(=O)Nc1ccc2c(c1)nc1n2CCSC1	4	0.9	1	0.9	11	0.9	1	1	-10	13

Some of the entries so far, as labelled records.
structure: COc1ccc(C(=O)Nc2nc(N3C(=O)c4ccccc4C3=O)n(-c3ccccc3)n2)cc1
  bIAP inhibitor: -5
  PMI act satM6P: 1
  TNAP act hi DEA: 1
  Diaph act CS: 0.9
  Diaph inh CS: 12
  PMI act: 1
  TNAP inh hi DEA: -2
  bIAP activator: 1.1
  TNAP inh noacc: -17
  L major viab: -7
structure: O=C1CCCc2sccc2N1
  bIAP inhibitor: -9
  PMI act satM6P: 1
  TNAP act hi DEA: 1
  Diaph act CS: 1.1
  Diaph inh CS: -9
  PMI act: 1
  TNAP inh hi DEA: -3
  bIAP activator: 1.1
  TNAP inh noacc: -7
  L major viab: -6
